Compound activity from PubChem.
DAT uptake mod = changed human dopamine transporter uptake under cocaine IC80 | LLC-PK1 hDAT cells, [14C]-dopamine uptake with cocaine IC80; actives deviate in either direction | B-score at 10 µM | 110,000 tested, 1.3% active | AID 449768;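 active = Z score or B-score, a plate-position-corrected score, falls beyond the plate's 99.7% confidence bounds, in either direction; inactive = both scores lie inside the 99.7% bounds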;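 note: scored against the spread of the other compound wells on the same plate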
Target sequence (Q01959 whole entry, looked up): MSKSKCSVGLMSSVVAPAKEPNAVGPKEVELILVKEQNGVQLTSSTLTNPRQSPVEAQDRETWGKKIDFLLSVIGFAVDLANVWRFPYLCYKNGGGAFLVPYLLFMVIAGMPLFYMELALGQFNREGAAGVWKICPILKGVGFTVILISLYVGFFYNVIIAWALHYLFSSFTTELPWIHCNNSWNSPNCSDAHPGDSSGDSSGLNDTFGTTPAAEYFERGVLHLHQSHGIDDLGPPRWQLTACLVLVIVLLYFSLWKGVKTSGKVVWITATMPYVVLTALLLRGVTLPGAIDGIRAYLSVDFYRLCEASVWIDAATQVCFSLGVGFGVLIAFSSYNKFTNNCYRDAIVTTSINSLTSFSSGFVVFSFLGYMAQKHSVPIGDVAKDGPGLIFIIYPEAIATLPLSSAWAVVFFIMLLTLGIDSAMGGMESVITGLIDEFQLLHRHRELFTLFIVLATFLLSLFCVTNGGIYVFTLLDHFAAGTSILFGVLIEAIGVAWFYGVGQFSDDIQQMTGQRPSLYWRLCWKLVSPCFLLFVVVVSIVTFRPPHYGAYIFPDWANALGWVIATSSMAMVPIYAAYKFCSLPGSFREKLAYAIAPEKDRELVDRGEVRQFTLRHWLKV
CYP2C19 inh = human CYP2C19 inhibition; 96,000 tested, 21% active; inhibition, % at 5 µM; P33261; AID 778; CYP2C19 Supersomes, luciferin-H EGE luminescence, 30 min;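 active = CYP2C19 inhibition above a set limit at 5 µM in the primary screen, cut at about 50% in these data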;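 note: plate controls were negative control wells for no effect and 2.5 mM tranylcypromine positive control for full effect; values of inactives mirror those of a sister screen read the other way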
Target sequence (P33261 whole entry, looked up): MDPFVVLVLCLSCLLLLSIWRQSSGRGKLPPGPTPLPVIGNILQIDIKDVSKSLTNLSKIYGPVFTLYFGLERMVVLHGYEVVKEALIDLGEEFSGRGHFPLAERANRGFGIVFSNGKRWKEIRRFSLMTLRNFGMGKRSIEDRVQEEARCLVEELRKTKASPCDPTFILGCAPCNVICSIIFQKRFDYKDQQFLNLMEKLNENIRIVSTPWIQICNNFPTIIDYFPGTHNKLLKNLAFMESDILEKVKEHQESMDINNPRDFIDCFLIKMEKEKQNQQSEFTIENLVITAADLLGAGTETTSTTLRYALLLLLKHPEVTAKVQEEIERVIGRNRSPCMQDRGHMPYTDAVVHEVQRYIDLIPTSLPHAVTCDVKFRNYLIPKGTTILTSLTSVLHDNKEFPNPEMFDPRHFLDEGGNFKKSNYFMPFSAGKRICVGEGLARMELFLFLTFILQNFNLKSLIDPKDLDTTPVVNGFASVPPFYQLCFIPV
CYP2C19 activ = cytochrome P450 2C19 (human) activation. P33261. AID 1025. activation factor at 5 µM. recombinant CYP2C19, luciferin-H EGE luminescence; hits give high values; 0 = fully inhibited enzyme, 1 = untreated enzyme. 96,000 tested, under 10 active;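 active = activation factor of at least 2 at 5 µM in the primary screen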;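 note: 0 = wells with 2.5 mM tranylcypromine and 1 = vehicle-only wells; values of inactives mirror those of a sister screen read the other way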
CYP2C9 act = CYP2C9 (human) activation; P11712; recombinant CYP2C9, luciferin-H conversion, luminescence; hits give high values; factor 1 = untreated enzyme, 0 = blocked; activation factor at 5 µM; 96,000 tested, 1.4% active;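 active = activation factor of 2 or more for CYP2C9 at a 5 µM dose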;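 note: 0 = sulfaphenazole-blocked wells and 1 = vehicle-only wells; values of inactives mirror those of a sister screen read the other way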
Calb biofilm kill = kills Candida albicans biofilms; C. albicans biofilm + clotrimazole, Alamar Blue; inhibition, % at 6 µM; 85,000 tested, 0.14% active;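 active = inhibition above 20%; inactive = inhibition below 20%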;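 note: preformed 24 hr biofilms exposed to compound for 48 hr; 0% = biofilm without compound and 100% = blank killed by clotrimazole plus chlorhexidine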
CYP2C9 inhib = blocks human cytochrome P450 2C9; P11712; CYP2C9 Supersomes, luciferin-H conversion, luminescence; inhibition, % at 5 µM; 96,000 tested, 20% active; AID 777;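 active = blocking of liver enzyme CYP2C9 beyond about 50% at 5 µM, limit read from the data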; note: values of inactives mirror those of a sister screen read the other way
VCAM1 TNFa inh = reduces TNF alpha induced VCAM1 expression in HUVEC | HUVEC TNFa-induced VCAM-1 immunofluorescence, high-content imaging | AID 802 | 95,000 tested, 0.48% active | inhibition, % at 2 µM;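 active = inhibition above the batch mean plus 3 SD, with images confirmed as a hit by eye, cut at about 37% in these data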;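 note: 0% = TNF-stimulated DMSO wells and 100% = unstimulated control wells; not every result past the cut was called active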
HUVEC tox TNFa = HUVEC cytotoxicity counter-screen, TNF alpha stimulated. cell count reduction, % at 2 µM. HUVEC TNFalpha-stimulated, Hoechst cell count, imaging. 93,000 tested, 0.17% active. AID 848;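 active = cell count reduction exceeding the screen mean by over 5 SD, scaled to untreated wells per plate, cut at about 78% in these data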;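 note: cells counted after 24 h of TNF alpha exposure following the 1 h pretreatment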
IL1B cytotox = toxic to HUVEC cells under IL-1B stimulation; HUVEC cell count loss, Hoechst imaging, IL-1B stimulated; cell count reduction, % at 2 µM; 94,000 tested, 0.41% active; AID 845;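 active = cell count reduction more than 3 SD above the screen-wide mean, cut at about 70% in these data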;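 note: normalized per plate to untreated control cells as the no-loss baseline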
Starred values were filed as active, the others as inactive; · = no result given. An unsorted share of the library; any-hit rate near 29%.

Order of values: DAT uptake mod | CYP2C19 inh | CYP2C19 activ | CYP2C9 act | Calb biofilm kill | CYP2C9 inhib | VCAM1 TNFa inh | HUVEC tox TNFa | IL1B cytotox
1) Cc1csc(N2CCc3ccccc32)n1
→ 0.24 | -16 | 1.2 | 1.1 | 10 | -14 | -1 | -12 | -24
2) O=C(CSc1ccc2nnc(-c3ccccn3)n2n1)NCc1ccc2c(c1)OCO2
→ · | · | · | · | 5 | · | -4 | 0 | 4
3) CC1Cc2ccccc2N1C(=O)Cc1cccs1 (stereo unspecified)
→ 0.084 | 29 | 0.7 | 1.1 | 0 | -6 | 14 | -11 | -32
4) Cn1c(SCC(=O)N2CCN(c3ccccc3)CC2)nnc1-c1c[nH]c2ccccc12
→ 0.067 | 54* | 0.5 | 0.8 | 2 | 16 | · | · | ·
5) COc1ccc(/C=N/NC(=O)c2ccc(C)cc2)cc1CN1CCN(c2ccc(F)cc2)CC1
→ 1.3 | 10 | 0.9 | 0.6 | · | 45 | 10 | -5 | -1
6) CC(C)CNC(=O)c1cc(-c2ccc(Cl)c(Cl)c2)on1
→ 0.85 | 2 | 1 | 1 | 6 | -2 | -22 | 13 | 13
7) COc1cc2c(cc1OC)-c1nnc(-c3ccco3)n1C1(CCCC1)C2
→ -1.4 | · | · | · | 5 | · | 15 | -24 | -16
8) CCCc1cc(=O)[nH]c(Nc2ccc(OC)c(Cl)c2)n1
→ 0.72 | 13 | 0.9 | 0.3 | 6 | 72* | 17 | -2 | -20
9) CCNC(=O)NC(=O)CSc1cccc(C(F)(F)F)c1
→ 0.088 | 77* | 0.2 | 0.8 | 10 | 16 | · | · | ·
10) O=C(NCCc1ccccc1)c1nc2c(nnn2Cc2ccccc2Cl)c(=O)[nH]1
→ 0.1 | · | · | · | 4 | · | 10 | 3 | -16
11) CCCc1n[nH]c2c1/C(=N/O)CC(c1ccccc1)C2 (stereo unspecified)
→ -0.062 | 77* | 0.2 | 0.6 | 3 | 35 | -12 | -12 | -38
12) O=C(CCNC(=O)c1ccc(Br)o1)NCc1ccccn1
→ 0.47 | · | · | · | 2 | · | 29 | -6 | -13
13) c1cnc2c(OCc3nc4ccccc4[nH]3)cccc2c1
→ 1.4 | 95* | 0.1 | 0.9 | 6 | 12 | 12 | -41 | 0
14) CO/N=C/NC(=O)NOCc1ncc(C(F)(F)F)cc1Cl
→ -0.82 | 39 | 0.6 | 1.2 | 11 | -18 | 33 | 2 | -10
15) CCCc1nnc(NC(=O)CCC(=O)O)s1
→ -0.13 | -8 | 1.1 | 1.1 | 8 | -9 | 9 | -40 | 2
16) O=C(CN1C(=O)c2ccccc2C1=O)Nc1ccc2c(c1)OCO2
→ -0.35 | 5 | 0.9 | 0.7 | 6 | 28 | -17 | 10 | 18
17) Cc1ccc(C(=O)Nc2nc(=O)n(C(=O)c3ccccc3Cl)s2)cc1
→ -0.041 | 66* | 0.3 | 0.1 | 4 | 94* | -27 | -33 | ·
18) C=CCNc1nnc(Cl)c2ccccc12
→ 0.22 | 17 | 0.8 | 0.9 | · | 8 | -30 | 16 | 5
19) CCOC(=O)C1CN(S(=O)(=O)c2ccccc2)CCN1S(=O)(=O)c1ccccc1 (stereo unspecified)
→ 0.75 | 94* | 0.1 | 0.3 | 5 | 70* | 2 | -36 | -16
20) Cc1ccccc1CNC(=O)c1ccccc1C(=O)O
→ -0.14 | · | · | · | 9 | · | 4 | -5 | -51
21) COc1ccccc1CC(=O)Nc1ccc(OC)c(OC)c1
→ -0.82 | 29 | 0.7 | 1.2 | -2 | -18 | -4 | -7 | -12
22) c1csc(-n2nc3ccccc3n2)c1
→ -0.052 | 48 | 0.5 | 1.3 | 9 | -28 | -19 | -17 | -4
23) CC(C)(C)NC(=O)COC(=O)c1ccc(S(=O)(=O)N2CCCCCC2)cc1
→ -0.19 | 6 | 0.9 | 0.6 | 6 | 38 | -5 | 6 | 40
24) CCOC1(OCC)C(c2ccc(N)cc2)C(C#N)(C#N)C1(OCC)OCC (stereo unspecified)
→ -0.2 | 18 | 0.8 | 0.9 | · | 14 | 3 | -5 | ·
25) COC(=O)CCC(NC(=O)c1cc(C)oc1C)C(=O)OC (stereo unspecified)
→ -0.082 | · | · | · | 4 | · | -11 | · | -22
26) O=C(O)C1CCCN1C(=O)Nc1ccccc1 (stereo unspecified)
→ 0.066 | 0 | 1 | 1.1 | 2 | -5 | 6 | -6 | -23
27) c1ccc2c(c1)C(=NCC1CCCO1)NC2=NCC1CCCO1 (stereo unspecified)
→ -0.83 | 14 | 0.9 | 0.8 | 4 | 17 | 14 | -33 | -19
28) CCOC(=O)c1sc2nccc(N(C)C)c2c1N=CNOCc1c(F)cccc1Cl
→ 0.99 | 77* | 0.2 | 0.1 | 2 | 92* | 6 | -30 | ·
29) O=C(CSc1ccccn1)N1CCN(c2ccc(Cl)cc2)CC1
→ 1.2 | 47 | 0.5 | 0.8 | 1 | 19 | 0 | -15 | -7
30) Clc1ccc(-c2nn3c(-c4ccccn4)nnc3s2)c(Cl)c1
→ · | 35 | 0.7 | 0.7 | 9 | 29 | · | · | ·

Carrying on.
Order of values: DAT uptake mod | CYP2C19 inh | CYP2C19 activ | CYP2C9 act | Calb biofilm kill | CYP2C9 inhib | VCAM1 TNFa inh | HUVEC tox TNFa | IL1B cytotox
31) CC(C)(C)SCCNC(=O)CN(c1ccc(F)c(Cl)c1)S(C)(=O)=O
→ -0.11 | -5 | 1.1 | 0.9 | 14 | 9 | 6 | 9 | 9
32) CCc1nc2c3cnn(-c4cc(Cl)ccc4C)c3ncn2n1
→ -1.1 | 85* | 0.1 | 0.9 | 2 | 7 | 14 | 38 | -12
33) COc1ccc(OC)c2sc(NC(=O)C3=COCCO3)nc12
→ 0.32 | 13 | 0.9 | 0.7 | 11 | 31 | 3 | 9 | 20
34) COc1ccc2c(c1)C(C)=CC(C)(C)N2C(=O)CSc1nnc(-c2ccc(C)cc2)o1
→ 0.018 | 66* | 0.3 | 0.3 | 2 | 65* | 16 | -21 | -16
35) COc1ccc(NC(=O)CSc2nc3c(c(-c4cccs4)c2C#N)CN(C)CC3)cc1OC
→ 1.6 | 50 | 0.5 | 0.4 | · | 64* | 2 | -14 | 3
36) O=C(CSc1ncn(-c2ccccc2)n1)N1CCc2ccccc21
→ 0.61 | 27 | 0.7 | 0.9 | 3 | 7 | · | · | -17
37) COC(=O)C1CCN(C(=O)c2ccccc2NC(C)=O)CC1
→ -0.1 | 12 | 0.9 | 1 | 6 | -2 | -3 | 1 | 15
38) Cc1nn(Cc2ccc(F)cc2)c(C)c1NC(=O)c1cnn2cccnc12
→ -0.008 | 41 | 0.6 | 1.1 | 7 | -12 | 8 | 3 | 2
39) CCc1c(C)c2cc(Cl)c(O)c(CN(C)C)c2oc1=O
→ -0.6 | -4 | 1 | 1 | 4 | 2 | 25 | -2 | -7
40) CCOc1cc(NC(=S)Nc2ccccc2OC)c(OCC)cc1NC(=O)c1ccccc1C
→ 1.6 | 21 | 0.8 | 0.6 | · | 44 | -11 | · | 8
41) O=C1c2ccccc2C(O)(Cc2ccccc2)N1c1ccc2c(c1)OCO2 (stereo unspecified)
→ 0.95 | 87* | 0.1 | 0.1 | 3 | 90* | · | · | ·
42) COc1ccc(C2CC(=O)C3=C(C2)Nc2ncnn2C3c2ccccc2C)c(OC)c1 (stereo unspecified)
→ -1 | -3 | 1 | 1 | -4 | 0 | · | · | ·
43) CSc1nsc(SCc2cnc(C)nc2N)n1
→ 1.1 | 37 | 0.6 | 1.1 | -2 | -10 | 16 | -14 | -10
44) CCOC(=O)C1C(=O)CC(C)(O)C(C(=O)OCC)C1c1ccc(F)cc1 (stereo unspecified)
→ -0.43 | 20 | 0.8 | 0.9 | 1 | 9 | -15 | -16 | 10
45) O=C(Cc1n[nH]c(=O)[nH]c1=O)N/N=C/c1ccccc1O
→ -0.091 | -2 | 1 | 0.9 | · | 6 | 10 | 5 | 14
46) CCCNC(=O)NC(=O)COC(=O)c1ccc(OC)c(S(=O)(=O)N2CCCc3ccccc32)c1
→ 0.18 | 37 | 0.6 | 0 | 0 | 95* | 11 | -30 | -13
47) CCCC(c1nnnn1CC1CCCO1)N1CCN(c2nc3ccccc3s2)CC1 (stereo unspecified)
→ 0.16 | · | · | · | -3 | · | 2 | -9 | -18
48) Cc1noc(C)c1CSc1nnc(-c2ccccc2)n1Cc1ccco1
→ 0.21 | 50* | 0.5 | 0.5 | 4 | 54* | 5 | 39 | -15
49) CCOc1cc(S(=O)(=O)N2CCC(c3nc4ccccc4s3)CC2)c(OCC)cc1S(=O)(=O)N1CCCCC1
→ 0.00047 | 38 | 0.6 | 0.5 | · | 45 | -6 | -5 | -35
50) Cc1ccccc1CSc1nsc(N)n1
→ -1.9 | 30 | 0.7 | 0.8 | 3 | 18 | 5 | -5 | -21
51) Cc1cc2ccccc2c(=O)n1CC(=O)N1CCN(c2cccc(Cl)c2)CC1
→ 1.1 | -8 | 1.1 | 1.2 | 5 | -20 | · | · | -5
52) O=C(NCc1ccco1)c1ccccc1NC(=O)C1CC(=O)N(c2ccc(Cl)cc2)C1 (stereo unspecified)
→ 0.79 | 53* | 0.5 | 0.3 | 6 | 68* | 5 | -5 | -12
53) CC(C)C(OC(=O)c1ccco1)C(=O)NCc1ccco1 (stereo unspecified)
→ 0.18 | -3 | 1 | 1.1 | 6 | -13 | · | · | ·
54) CCOC(=O)c1ccc(N2C(=O)c3n[nH]c(C)c3C2c2ccc(O)cc2)cc1 (stereo unspecified)
→ 0.95 | 8 | 0.9 | 0.7 | 2 | 32 | -1 | -22 | -2
55) O=C(COC(=O)Cn1cnc2ccccc21)NCCC1=CCCCC1
→ 1.1 | -3 | 1 | 1.1 | 8 | -12 | · | · | ·
56) COc1ccc(C2c3sc(=O)[nH]c3SC3C(=O)N(c4ccccc4)C(=O)C32)cc1 (stereo unspecified)
→ 0.72 | 62* | 0.4 | 0.2 | · | 81* | 8 | -2 | 13
57) COC(=O)c1ccccc1NC(=S)NC(=O)c1ccccc1
→ 0.89 | 56* | 0.4 | 0.8 | · | 25 | 26 | 21 | 17
58) CS(=O)(=O)N(CC(=O)N1CCc2ccccc2C1)Cc1ccc(Cl)cc1
→ -0.036 | 88* | 0.1 | 0.2 | 3 | 85* | -6 | 2 | 9
59) COc1ccccc1N=C1SC(C)CN1C(=O)C1CCC1 (stereo unspecified)
→ 0.052 | -1 | 1 | 1.1 | 9 | -7 | -1 | 2 | 0
60) CCCn1nnc(NC(=O)c2ccc(Br)cc2)n1
→ 0.93 | 56* | 0.4 | 0.9 | 3 | 15 | 15 | 8 | 6

The list continues.
Order of values: DAT uptake mod | CYP2C19 inh | CYP2C19 activ | CYP2C9 act | Calb biofilm kill | CYP2C9 inhib | VCAM1 TNFa inh | HUVEC tox TNFa | IL1B cytotox
61) O=C(CC1SCCNC1=O)Nc1cccc(Cl)c1 (stereo unspecified)
→ -0.79 | 39 | 0.6 | 0.8 | · | 15 | · | · | ·
62) CSc1oc(-c2ccccc2)nc1S(=O)(=O)c1ccc(F)cc1
→ -0.48 | 40 | 0.6 | 1.3 | 5 | -28 | 9 | 3 | -1
63) COc1ccc(-c2nnn(CC(=O)NCc3cccs3)n2)cc1OC
→ · | 27 | 0.7 | 1 | -1 | 3 | -5 | -11 | 21
64) COCCNC(=O)C(OC(=O)CC1Sc2ccccc2NC1=O)c1ccccc1 (stereo unspecified)
→ -0.43 | · | · | · | 4 | · | 16 | 7 | -30
65) COc1cccc(C(=O)NC(C)C(c2cccs2)N2CCN(C)CC2)c1 (stereo unspecified)
→ 0.049 | -20 | 1.2 | 1.1 | 7 | -12 | 8 | 1 | 12
66) CCCCSc1nnc(-c2ccc(NC(=O)CCc3ccccc3)cc2)n1C
→ -0.037 | · | · | · | 6 | · | -9 | -8 | -27
